Compound activity (PubChem)
ABCB6 inh 2: blocks the human ABCB6 transporter. Q9NP58. fluorescence ratio to DMSO, % at 10 µM. 360,000 tested, 0.19% active. AID 602162. K562-ABCB6 porphyrin accumulation, flow cytometry, 1 h; hits give low values;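 active = fluorescence ratio to DMSO below 75%, the collection mean minus 3 SD; inconclusive = too few cells collected in the well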;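 note: signal is porphyrin accumulated inside mitochondria; 100% equals median channel fluorescence of DMSO control wells; lower ratio means ABCB6 inhibition with less porphyrin fluorescence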
NOD2-RIPK2 inh: NOD2-RIPK2 protein interaction inhibition. CHO BLA complementation NOD2-RIPK2, CCF4 ratio. inhibition, % at 4.98 µM. O43353. 360,000 tested, 0.38% active; in the data active = inhibition above about 21%;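 note: 0% = vehicle only and 100% = reference blocker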
Target sequence (O43353 whole entry, looked up): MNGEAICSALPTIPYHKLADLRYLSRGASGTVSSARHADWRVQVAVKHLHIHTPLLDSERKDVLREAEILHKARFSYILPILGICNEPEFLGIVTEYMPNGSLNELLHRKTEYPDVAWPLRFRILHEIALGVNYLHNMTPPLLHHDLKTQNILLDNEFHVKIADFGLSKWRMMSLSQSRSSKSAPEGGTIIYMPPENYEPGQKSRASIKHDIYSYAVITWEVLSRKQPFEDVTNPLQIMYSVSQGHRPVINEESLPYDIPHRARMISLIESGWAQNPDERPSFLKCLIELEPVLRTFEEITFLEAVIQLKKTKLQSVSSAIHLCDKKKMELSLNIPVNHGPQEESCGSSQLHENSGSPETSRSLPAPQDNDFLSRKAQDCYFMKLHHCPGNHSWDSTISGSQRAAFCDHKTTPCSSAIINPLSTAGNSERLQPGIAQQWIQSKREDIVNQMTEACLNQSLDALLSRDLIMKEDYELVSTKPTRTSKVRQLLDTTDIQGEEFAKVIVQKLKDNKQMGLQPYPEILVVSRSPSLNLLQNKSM
MC4R barr agon: human MC4R agonism via beta-arrestin | U2OS MC4R beta-arrestin complementation, luminescence; percent of melanotan II response, DMSO zero | activation, % at 8.9 µM | 360,000 tested, 0.98% active | AID 540308 | P32245;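 active = activation above a per-plate cutoff, the mean activation of sample wells on that plate plus 3 SD, cut at about 8% in these data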
Target sequence (P32245 whole entry, looked up): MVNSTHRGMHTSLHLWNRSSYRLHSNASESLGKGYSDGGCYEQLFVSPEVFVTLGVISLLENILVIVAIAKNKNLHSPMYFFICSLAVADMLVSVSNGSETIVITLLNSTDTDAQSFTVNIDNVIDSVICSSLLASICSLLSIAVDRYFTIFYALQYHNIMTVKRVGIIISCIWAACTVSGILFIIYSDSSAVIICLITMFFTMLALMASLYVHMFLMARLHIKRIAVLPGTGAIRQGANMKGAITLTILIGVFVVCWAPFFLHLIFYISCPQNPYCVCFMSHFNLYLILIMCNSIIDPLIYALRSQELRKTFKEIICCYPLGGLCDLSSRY
Vif inh: inhibitors of HIV Vif | inhibition, % at 7.49 µM | HEK293T cells, Vif self-association by quenched fluorescence, imaging, 24 h | 340,000 tested, 0.35% active; in the data active = inhibition above about 50%, passing the limit was not always enough; inconclusive = no clear call, values can overlap the other calls; inactive = below about 31%; note: some results filed as inactive read as strong as hits
ABHD5-PLIN5 inh: blocks binding of human ABHD5 to perilipin-5. inhibition, % at 4 µM. Split G. princeps luciferase complementation, luminescence, 4 h. Q00G26+Q8WTS1. 360,000 tested, 0.78% active;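 active = inhibition above the mean inhibition across every tested compound plus 3 SD, cut at about 22% in these data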;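 note: 0% = DMSO only wells and the 100% control is not disclosed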
Exocytosis inh: lytic granule exocytosis inhibition. TALL-104 LAMP-1 surface exposure, flow cytometry; cells stimulated with thapsigargin and PMA. inhibition, % at 10 µM. 360,000 tested, 0.66% active;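 active = inhibition above about 55%, limit read from the data; inconclusive = no clear call, values can overlap the other calls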
TLR9-MyD88 block: TLR9-MyD88 interaction inhibition. Q9NR96+Q99836. CHO BLA complementation TLR9-MyD88, CCF4 FRET ratio. inhibition, % at 4.98 µM. 340,000 tested, 0.21% active;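 active = inhibition above the mean over all tested compounds plus 3 SD, cut at about 21% in these data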;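 note: 0% = DMSO only wells and 100% = clavulanate BLA inhibitor control wells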
N-glyco inh: N-linked glycosylation inhibition; 360,000 tested, 0.23% active; D54 ERlucT glycosylation luciferase reporter, 24 h; percent of 100 nM tunicamycin response; reporter increase, % at 12.5 µM; AID 588692;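 active = mean luciferase reporter signal, scaled so untreated is 0 and the glycosylation-blocking control 100, at or above a set limit in every replicate; inconclusive = mean reaches the limit but not every replicate does; inactive = mean below the limit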;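 note: luciferase carries N-glycosylation sites so blocking glycosylation raises the light; 0% = median of neutral control wells and 100% = median of 100 nM tunicamycin wells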
MC4R antagonist: antagonists of human melanocortin 4 receptor (MC4R) | P32245 | MC4R-expressing cells, MTII-stimulated cAMP, LANCE TR-FRET | inhibition, % at 6.5 µM | 360,000 tested, 0.48% active | AID 540295;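 active = inhibition above its plate's cutoff, the mean of tested wells on that plate plus 3 SD, cut at about 29% in these data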;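 note: 0% = Melanotan II alone and 100% = Melanotan II plus saturating MCL0020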
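System: U2OS-MC4R stable cell line; Technique: Eu-cAMP/anti-cAMP TR-FRET, emission 671 nm; Repeats: single well per compound; Also added: Melanotan II; Dosing: one concentration, 6.5 µM nominal; Schedule: 30-min compound, 1-h challenge, 1-h detection, room temperature.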
aDG glyco act: alpha-DG glycosylation activation | Pro5-aDG cells, alpha-DG glycosylation AlphaScreen (IIH6); 0% Pro5, 100% B10-LARGE cell signal | activation, % at 10 µM | 360,000 tested, 0.22% active | AID 624168;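 active = activation of at least 8% versus controls, or a plate z-score of at least 8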;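 note: Pro5 are CHO cells carrying HIG-tagged alpha-DG that lacks glycosylation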
Active calls of the source: *; ? = inconclusive; nt = not tested or not shown.

entry	Structure	ABCB6 inh 2	NOD2-RIPK2 inh	MC4R barr agon	Vif inh	ABHD5-PLIN5 inh	Exocytosis inh	TLR9-MyD88 block	N-glyco inh	MC4R antagonist	aDG glyco act
1	O=C(CCC1CCCCC1)Nc1cc(C(F)(F)F)ccc1N1CCOCC1	104	-5	-0.1	-1	2	12	0	-4	7	-0.1
2	CCOc1ccc(Cl)cc1-c1cc(C(=O)NCc2cc(C(F)(F)F)cc(C(F)(F)F)c2)[nH]n1	96	-8	-0.7	-3	11	2	nt	-2	1	0.1
3	Cc1ccccc1CSCC1Nc2ccc(C(=O)NCCc3ccccc3)cc2NC1=O (configuration not stated)	110	5	-0.2	5	-5	-2	-8	2	7	-0.1
4	CC(=O)N1CCCc2ccccc21	106	-6	-0.6	-1	-2	2	-6	1	12	-0.1
5	COc1ccc(CN=C2NC(=O)CC(C(=O)Nc3ccc(Cl)cc3)S2)cc1 (configuration not stated)	98	-12	-1.0	-1	3	-3	0	-4	-2	0.0
6	CCOC(=O)c1c(C)nsc1NC(=O)C1CCCCC1	97	-7	4.0	-3	-13	5	-19	-5	14	0.0
7	Cc1nc(NC(=O)c2ccco2)sc1C(=O)O	96	-12	0.5	-4	-1	0	-10	-13	-6	-0.1
8	CC1(C)CC(=O)C=C(NNC(=O)c2ccc(N)cc2)C1	98	9	-1.0	5	3	3	-7	2	1	0.0
9	COc1ccc(C(=O)n2nc(-c3ccc(Cl)cc3)nc2N)cc1OC	98	3	0.7	2	1	0	4	2	0	-0.4
10	O=C1CCSc2ccc(Cl)cc2N1Cc1ccc(Cl)cc1	97	-1	4.4	-16	4	0	1	-2	1	-0.1
11	Cc1ccnc2nc(C(=O)OCC(=O)Nc3ccccc3C(C)(C)C)nn12	102	-5	-1.6	10	2	4	-10	-1	-4	-0.2
12	Cc1ccc(-c2csc(NC(=O)C3=NN(c4ccccc4)C(=O)CC3)n2)cc1	100	-7	-0.6	-14	2	5	1	7	5	0.6
13	O=C(NNc1ccccc1)NC(Cc1ccccc1)C(=O)O (configuration not stated)	95	7	-0.9	-1	-3	-7	1	2	-1	0.0
14	CCOC(=O)N1CCN(C(=O)c2ccc3c(c2)N=C(C)c2cc(Cl)ccc2S3)CC1	100	-6	-0.7	-3	1	1	-5	-1	4	-0.1
15	CC1(C(=O)Nc2cnc3ccccc3c2)CCN1C(=O)CCc1ccccc1 (configuration not stated)	97	-13	-1.2	9	3	-3	nt	3	2	0.0
16	O=C(Oc1ccc(-c2nnco2)cc1)c1ccco1	98	-1	0.1	1	1	0	5	1	-4	0.3
17	COc1cc(CCCN2CCNC[C@@H]2CC2CCCCC2)cc(OC)c1OC	98	10	-0.6	2	2	2	2	0	-1	0.2
18	Cc1ccc2nc(NC(=O)c3ccc(Cn4cc(Cl)cn4)o3)sc2c1	92	7	0.8	-9	2	0	-1	-1	17	-0.2
19	COCCNC(=O)C(c1ccc(F)cc1)N(C(=O)CCC(=O)Nc1ccccn1)c1ccc(C)cc1 (configuration not stated)	102	-12	-4.2	2	2	2	1	1	10	0.1
20	COc1cccc(C(c2nnnn2Cc2ccc(F)cc2)N2CCC(C(N)=O)CC2)c1OC (configuration not stated)	104	1	0.7	5	-1	1	-3	0	7	0.3
21	CCCCN(C(=O)c1ccc(N(C)S(=O)(=O)c2ccc(C)cc2)cc1)c1c(N)n(CCCC)c(=O)[nH]c1=O	99	5	-0.9	-4	3	1	13	0	5	0.1
22	COc1ccc(NS(=O)(=O)c2ccc(C(=O)Nc3c(C)n(C)n(-c4ccccc4)c3=O)cc2)cc1	84	-10	1.5	-1	3	17	-1	-2	-1	0.0
23	COCCCn1c(SCC(=O)NCc2ccco2)nc2sc3c(c2c1=O)CCC3	96	4	-0.9	-1	4	1	3	2	17	5.1
24	C[C@H](CO)N1C[C@H](C)[C@@H](CN(C)C(=O)CCCN(C)C)OCc2cn(nn2)CCCC1=O	102	-8	2.1	9	-4	-5	9	0	3	0.1
25	CC(=O)N/C(=N/c1nc(C)cc(C)n1)Nc1cccc(C)c1C	95	-4	1.2	3	9	22	-7	0	1	0.2
26	Cc1ccc(NS(=O)(=O)c2cccc(C(=O)NCC(c3ccco3)N3CCCC3)c2)cc1 (configuration not stated)	96	-3	0.1	18	-4	6	3	0	0	-0.2
27	CCCC(=O)Nc1ccc(Oc2ccc(NC(=O)CCC)cc2)cc1	88	3	3.0	-12	-5	-1	-1	0	-4	0.1
28	O=C(Nc1cccc(C(F)(F)F)c1)c1cc(-c2ccco2)on1	96	3	0.4	9	0	-12	-5	1	-3	-0.1
29	CC(C)CNC(=S)N1CCN(c2nc(-c3ccc(Cl)cc3)cs2)CC1	97	-11	2.0	-14	-16	8	-1	-1	8	0.2
30	CCCOc1ccc(/C=C/C(=O)NC2CCCCC2)cc1OC	96	-8	-0.7	-6	5	-14	1	2	6	0.2
31	O=c1cc(CSc2nnc(-c3cccnc3)n2-c2ccccc2F)nc2sccn12	97	0	-1.7	1	5	-7	3	-2	0	0.0
32	C=CCCO[C@@H]1O[C@@H](C)[C@H](O)C[C@H]1O	100	4	-1.3	nt	-3	7	1	2	10	-0.1
33	CCCCN1CC(=O)N2[C@H](c3ccc(OC)cc3)[C@@H]3C(=O)N(CC)C(=O)[C@@H]3[C@]2(Cc2ccccc2)C1=O	91	-8	-2.8	?	-5	11	4	-1	3	0.1
34	Cc1ccccc1Nc1nc(N)nc(COC(=O)CC2CC3CCC2C3)n1 (configuration not stated)	93	4	5.2	0	1	-4	-4	4	10	0.1
35	CC(=O)N1CCN(c2ccccc2NC(=O)c2ccc(C#N)cc2F)CC1	95	12	-0.9	1	-3	-2	4	-2	5	0.1
36	COc1ccc(N(C(=O)c2ccco2)S(=O)(=O)c2cc(Cl)c(Cl)cc2Cl)cc1	108	9	0.3	-4	-6	0	-3	7	5	-0.2
37	COc1cc2oc(=O)cc(-c3cccc(-c4ccc(C(F)(F)F)cc4)c3)c2c(OC)c1OC	94	3	-1.1	-9	-4	-3	-7	-7	9	-0.2
38	Cc1cc(C)cc(NC(=O)CSc2nc3[nH]c(=O)cc(O)c3s2)c1	92	-2	-1.3	-7	-25	-5	1	1	-2	-0.1
39	CSc1c(-c2ccccn2)c(N)nn1C(=O)C1CCC1	99	6	-1.2	-16	3	-3	2	4	4	-0.1
40	O=C(CCSCc1cccc(F)c1)NCCc1ccccc1	93	-10	-1.3	-11	-1	10	-3	0	2	-0.1
41	CC(=O)NCCN=Cc1sc2ccccc2c1O	89	2	2.4	14	2	1	4	2	-2	0.1
42	Cc1ccc(-n2nc(C)c(/C=N/NC(=O)c3cccnc3)c2Cl)cc1	100	4	-1.2	-13	-5	2	0	5	0	-0.3
43	Cc1ccccc1N1CC(C(=O)Nc2ccc(S(=O)(=O)N3CCCCC3)cc2)CC1=O (configuration not stated)	100	-3	-1.4	8	-7	-6	15	0	0	0.0
44	Cc1cccc(NC(=O)c2nc[nH]c2C(=O)N2CCN(C(=O)OC(C)(C)C)CC2)c1	101	-15	4.3	-4	-10	-2	-1	5	26	0.3
45	COc1ccc2c(c1)CC/C(=C\Nc1ccc3c(c1)OCO3)C2=O	100	1	0.4	nt	-7	101*	4	-1	5	0.0
46	COCCN(C(=O)Cc1cccs1)C(C(=O)NCc1ccc(OC)cc1)c1ccc(C)cc1 (configuration not stated)	97	-5	-0.1	112*	-1	1	8	-2	11	-0.1
47	CN(CC(=O)NCC1CCCCC1)CC(=O)Nc1ccccc1Br	101	-8	0.8	6	7	1	-7	0	-5	-0.1
48	COc1ccc(OC)c2sc(N3CCCCC3)nc12	95	-3	-2.1	-2	-3	0	-5	0	0	-0.3
49	COC(=O)CSC1=NS(=O)(=O)c2ccccc21	97	-7	-1.5	3	-14	2	6	-6	3	0.2
50	COc1ccc(S(=O)(=O)N2CCC(C(=O)NCCN3CCOCC3)CC2)cc1	102	-8	-0.6	-8	-7	-10	-8	-1	18	0.0
51	O=S(=O)(c1ccc(Cl)cc1)N1CCC2(CC1)OCCN2S(=O)(=O)c1cccs1	99	-6	-1.3	-10	-2	4	-8	-4	13	0.4
52	CCc1nnc(NC(=O)CSc2nnc(-c3ccco3)n2CC)s1	97	5	-0.6	nt	0	-1	-1	-1	7	-0.3
53	O=C(COC(=O)[C@@H]1CCCN1C(=O)c1cccs1)Nc1ccc(Br)cc1	94	-1	-1.8	-1	1	-2	-4	0	-4	0.1
54	O=C(N/N=C/c1c(-c2ccccc2)[nH]c2ccccc12)c1cccnc1	97	-5	-2.8	-3	-5	-2	-13	?	2	-0.3
55	C[C@@H](C(=O)N1CCNCC1)n1cc(CCCN=C(N)N)nn1	106	-17	-0.3	1	-10	15	-4	2	13	0.1
56	COc1cc(CNCc2ccc(C)cc2)cc(OC)c1OC	97	-7	0.6	9	1	-4	-2	3	3	0.2
57	O=C(Nc1ccccc1)C1=C[C@H](C2CC2)C[C@H](OCCCCO)O1	102	-3	-1.3	5	4	19	2	3	9	0.1
58	Cc1c(C(=O)Nc2ccccc2N2CCN(C)CC2)oc2ccc(F)cc12	102	6	2.1	4	22*	4	12	6	-2	-0.3
59	Cc1ccc(/C=N\NC(=O)C2CC(=O)N(c3ccccc3)C2)o1 (configuration not stated)	100	-3	-2.4	9	-6	-2	nt	0	3	0.0
60	CCCCCNC(=O)C(c1ccc(-c2ccccc2)cc1)n1c(=O)c(-c2cc3ccccc3[nH]2)nc2ccccc21 (configuration not stated)	nt	25*	nt	nt	1	-3	nt	nt	nt	2.1

Further entries
entry	Structure	ABCB6 inh 2	NOD2-RIPK2 inh	MC4R barr agon	Vif inh	ABHD5-PLIN5 inh	Exocytosis inh	TLR9-MyD88 block	N-glyco inh	MC4R antagonist	aDG glyco act
61	O=C(Cn1nc(C(F)(F)F)cc1C1CC1)NCc1ccccc1F	98	-9	1.3	-10	3	-2	-5	-1	26	0.0
62	COc1cc(CC(=O)OCC(=O)N2CC(C)CC(C)C2)cc(OC)c1OC (configuration not stated)	98	-2	-1.1	0	12	-11	-3	1	12	0.0
63	O=c1ccc(-c2ccc([N+](=O)[O-])cc2)nn1-c1ccccc1	102	-1	-0.6	19	-2	-2	14	0	16	0.4
64	COCCCNC(=O)Cn1ccc(N)nc1=O	96	3	-0.9	-1	-5	3	-1	-1	2	-0.2
65	COc1ccc(N2CCN(S(=O)(=O)c3cccc4nsnc34)CC2)cc1	96	5	1.0	-3	-5	0	6	-2	18	-0.2
66	O=C(OCc1cn([C@H]2C[C@H](c3ccccc3)N(Cc3cccs3)C[C@@H]2O)nn1)c1ccccc1	101	5	3.5	0	-1	3	-14	0	14	-0.2
67	CCOC(=O)N1CCC(NC(=O)COc2cc(=O)n(C)c3ccccc23)CC1	99	0	0.4	4	5	0	11	4	13	0.9

This is a subset, so the mix of outcomes need not match the whole.
